PPARg SRC-3 ag = promotes SRC-3 coactivator recruitment by human PPARgamma; P37231; biochemical PPARgamma/SRC-3 coactivator recruitment assay; activation, % at 8 µM; hit rate 0.26% among 200,000; AID 731; in the data active = activation above about 23%;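 also: 0% = DMSO and 100% = reference agonist; some compounds past the cut are filed as inactive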
Target sequence (P37231 whole entry, looked up): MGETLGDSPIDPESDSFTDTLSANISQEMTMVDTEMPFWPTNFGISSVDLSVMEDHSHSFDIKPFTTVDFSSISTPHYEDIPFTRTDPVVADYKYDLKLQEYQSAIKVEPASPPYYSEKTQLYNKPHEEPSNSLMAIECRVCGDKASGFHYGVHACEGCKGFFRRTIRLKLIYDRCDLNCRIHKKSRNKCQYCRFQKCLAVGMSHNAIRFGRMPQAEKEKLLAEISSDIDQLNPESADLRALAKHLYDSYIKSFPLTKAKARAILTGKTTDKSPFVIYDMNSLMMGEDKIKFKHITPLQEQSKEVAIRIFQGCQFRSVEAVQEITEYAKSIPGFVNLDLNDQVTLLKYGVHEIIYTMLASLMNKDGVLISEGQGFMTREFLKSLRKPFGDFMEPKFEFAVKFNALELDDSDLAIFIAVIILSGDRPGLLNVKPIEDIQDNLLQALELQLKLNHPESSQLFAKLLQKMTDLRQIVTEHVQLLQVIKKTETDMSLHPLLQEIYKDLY
TNAP inh no acc = inhibitors of human TNAP without phosphate acceptor; hit rate 0.26% among 200,000; purified TNAP, CDP-star luminescence, 30 min; inhibition, % at 20 µM; AID 1012;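 active = tissue-nonspecific alkaline phosphatase inhibition above about 50% at 20 µM in the single-dose screen, limit read from the data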;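 also: 0% = DMSO negative control and 100% = EDTA positive control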
Target sequence (P05186 whole entry, looked up): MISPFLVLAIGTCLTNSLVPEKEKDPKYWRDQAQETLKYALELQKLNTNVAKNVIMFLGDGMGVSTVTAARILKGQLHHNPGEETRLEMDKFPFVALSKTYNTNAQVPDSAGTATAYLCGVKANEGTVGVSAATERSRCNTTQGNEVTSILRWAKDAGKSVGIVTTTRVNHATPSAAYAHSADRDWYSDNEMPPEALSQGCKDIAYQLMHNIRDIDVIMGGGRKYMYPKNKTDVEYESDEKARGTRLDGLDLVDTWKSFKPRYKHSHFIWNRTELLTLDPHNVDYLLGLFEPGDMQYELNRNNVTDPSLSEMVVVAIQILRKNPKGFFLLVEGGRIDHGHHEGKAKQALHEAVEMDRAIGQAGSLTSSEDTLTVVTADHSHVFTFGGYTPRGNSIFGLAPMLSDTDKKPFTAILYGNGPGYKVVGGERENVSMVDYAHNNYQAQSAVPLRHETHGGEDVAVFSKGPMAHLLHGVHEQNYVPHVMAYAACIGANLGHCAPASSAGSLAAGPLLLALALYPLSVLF
TNAP act hiacc = TNAP (human) activation, high acceptor | P05186 | purified TNAP, CDP-star luminescence, 1 M DEA, 30 min; active compounds read high; 0 = EDTA background, 1 = DMSO-only activity | activation factor at 20 µM | 200,000 tested, under 10 active | AID 1136;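 active = activation factor at least 2 at 20 µM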
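Dosing: 20 µM single point. System: human TNAP. Amount: TNAP 1/800 final. Incubation: 30 min, room temperature. Read-out: TNAP activation factor scaled between EDTA and DMSO control wells. Signal: luminescence from CDP-star hydrolysis. Medium: 1 M DEA, pH 9.8, Mg2+, Zn2+. Control set: EDTA negative control, DMSO positive control.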
PPARg SRC2 recr = agonists of SRC-2 recruitment by human PPARgamma | P37231 | PPARgamma LBD-SRC-2 recruitment, biochemical | activation, % at 8 µM | hit rate 0.34% among 200,000 | AID 1032; in the data active = activation above about 22%;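 also: 0% = vehicle and 100% = reference agonist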
bIAP activator = increases bovine intestinal alkaline phosphatase activity; purified bovine IAP, CDP-star luminescence, 30 min; active compounds read high; fold of DMSO-control signal, blank-subtracted; hit rate 0.17% among 200,000; activation factor at 20 µM;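 active = activation factor of 2 or more at 20 µM, a signal rise over negative controls twice the positive control's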
Efa HMGR inh = inhibitors of class II HMG-CoA reductase from Enterococcus faecalis | purified E. faecalis HMGR, NADPH absorbance 340 nm kinetic | inhibition, % at 10 µM | hit rate 0.41% among 190,000;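 active = inhibition above a set limit, the median over all tested compounds plus 3 SD, cut at about 9.5% in these data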;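 also: enzyme runs in reverse so mevalonate oxidation gives rising NADPH absorbance; 0% = complete reaction with DMSO and 100% = background rate lacking mevalonate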
PPARg SRC1 recr = promotes SRC-1 coactivator recruitment by human PPARgamma | P37231 | PPARgamma-SRC-1 coactivator recruitment biochemical assay | activation, % at 8 µM | hit rate 0.41% among 200,000 | AID 631; in the data active = activation above about 19%;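 also: 0% = DMSO and 100% = reference agonist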
TNAP inh hi DEA = inhibitors of human TNAP at high phosphate acceptor concentration | purified TNAP, CDP-star luminescence, 1 M DEA | inhibition, % at 20 µM | hit rate 0.03% among 200,000;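 active = over 50% inhibition of tissue-nonspecific alkaline phosphatase at 20 µM in the single-dose screen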;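 also: plate controls were DMSO wells for no effect and EDTA-quenched wells as full inhibition for full effect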
bIAP inh = blocks bovine intestinal alkaline phosphatase activity. inhibition, % at 20 µM. purified bovine IAP, CDP-star luminescence, 30 min. 190,000 tested, under 10 active;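 active = over 50% inhibition of intestinal alkaline phosphatase at 20 µM in the single-dose screen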
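System: purified bovine intestinal alkaline phosphatase (IAP) enzyme; Input: IAP diluted 1/65,000,000 in the well; Measured by: CDP-star luminescence signal; Compound dosing: 20 µM single dose; Incubation: 30 min reaction at room temperature.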
TR-FRET SRC-2 ct = counter-screen for PPARgamma SRC-2 recruitment agonists: TR-FRET artefact | hit rate 0.4% among 200,000 | TR-FRET ratio at 8 µM | active compounds read high | AID 1049; in the data active = TR-FRET ratio above about 2000; also: inactives centre near 1500
An asterisk follows results filed as active; / = no result given. Compounds were not picked by outcome. Share with any hit: about 1.6%.

SMILES | PPARg SRC-3 ag | TNAP inh no acc | TNAP act hiacc | PPARg SRC2 recr | bIAP activator | Efa HMGR inh | PPARg SRC1 recr | TNAP inh hi DEA | bIAP inh | TR-FRET SRC-2 ct
COc1ccc(-n2nc(C(=O)N3CCC(C#N)CC3)c3c4ccccc4n(C)c3c2=O)cc1 | 9 | / | / | 14 | / | / | -6 | / | / | 1361
c1ccc(Sc2nc(N3CCCCC3)nc(N3CCCCC3)n2)nc1 | 4 | -10 | 1.1 | 8 | 1 | -2 | 4 | -6 | 1 | 1690
O=C(NC1CCCc2ccccc21)C1CCN(c2c3c(nc4ncnn24)CCC3)CC1 (centres undefined) | 5 | -15 | 1 | 1 | 1.2 | 2 | 2 | -2 | -15 | 1448
COC(=O)N/N=C(\C)c1ccccc1OC(F)F | -2 | -8 | 1 | -6 | 0.9 | 4 | 0 | -1 | 8 | 1417
O=C(CCN1C(=O)C2C3C=CC(C3)C2C1=O)NCC1CCCO1 (centres undefined) | -1 | -10 | 1.1 | -6 | 1 | -2 | -3 | -6 | -3 | 1480
C/C(CC1CC(C)(C)OC1=O)=N/Nc1nc(-c2ccccc2)cs1 (centres undefined) | 1 | 1 | 0.9 | 4 | 1.1 | 2 | 2 | 7 | -7 | 1729
CC/C(CC(=O)C(F)(F)F)=N\NC(=O)/C(C#N)=C/N(C)C | 5 | -3 | 1 | 4 | 0.9 | -3 | 3 | -4 | 6 | 1557
Cc1ccc(NC(=O)CSC2=C(C#N)C(c3ccco3)C3=C(CCCC3=O)N2)cc1 (centres undefined) | -2 | -5 | 1 | 3 | 1 | -2 | -4 | -2 | 2 | 1437
CCCS(=O)(=O)N1CCCC(C(=O)NCCN(CC)CC)C1 (centres undefined) | -6 | -9 | 1 | 3 | 1 | 4 | 2 | 0 | 2 | 1486
CCCn1c(-c2cccs2)nc2nc3ccccc3nc21 | 11 | -9 | 1.1 | -4 | 1 | -2 | 10 | -7 | -1 | 1640
Cn1cc(C(=O)N2CCN(c3ccccn3)CC2)c(=O)c2cc(S(=O)(=O)N3CCOCC3)ccc21 | 9 | 1 | 1 | 2 | 1 | 3 | 1 | -4 | 0 | 1578
CCCOC(=O)c1ccc(NC(=O)CC(C)(C)C)cc1 | 1 | -6 | 1 | -4 | 0.9 | -6 | -4 | -2 | 10 | 1475
COC(=O)Oc1ccc(/C=N/NC(=O)CSCc2ccc(Cl)cc2)cc1OC | -1 | -5 | 1 | -2 | 0.9 | 2 | -3 | -3 | 12 | 1543
C=CCNC(=O)CCCOc1cccc(C)c1 | 0 | -9 | 1 | 7 | 1 | -1 | 6 | -4 | 2 | 1560
COc1ccc(Nc2nc(C(C)(C)C)nc3c2nnn3Cc2ccccc2Cl)cc1OC | 14 | / | / | 8 | / | / | 5 | / | / | 1592
O=C(O)c1ccccc1C(=O)OCCCCOC(=O)c1ccccc1C(=O)O | 5 | -15 | 1.1 | 1 | 0.9 | 0 | 2 | -7 | 11 | 1689
CCN(C(=O)COC(=O)c1ccc2c(=O)n3c(nc2c1)CCC3)C1CCS(=O)(=O)C1 (centres undefined) | 5 | -12 | 1 | 12 | 1 | -4 | 4 | -2 | -3 | 1674
COc1ccccc1-n1c(SCC(N)=O)nc2c(c1=O)SCC2 | -5 | -20 | 1.1 | 2 | 0.9 | -2 | -3 | -8 | 8 | 1557
Cc1cc(C)cc(N(C(=O)c2cc3ccccc3oc2=O)C2C=CS(=O)(=O)C2)c1 (centres undefined) | 2 | -17 | 1 | 12 | 1 | -2 | 5 | -1 | 0 | 1763
CCC(=NC1CC(C)(C)NC(C)(C)C1)C1=C(O)CC(C)(C)CC1=O | 17 | -9 | 1 | 18 | 0.9 | -3 | 0 | 0 | 11 | 1445
CCCN(C(=O)Cc1nc(N)n[nH]1)C1(C(=O)Nc2c(C)cccc2C)CCCCC1 | -4 | -4 | 1 | 5 | 1.1 | -7 | 0 | 0 | -12 | 1516
CC(C)S(=O)(=O)c1nsc2nc(=O)c(/C=C3\C=Nc4ccccc43)c(N)n12 | 1 | 3 | 1 | 8 | 0.9 | 3 | 5 | 3 | 10 | 1696
CC(C)(C)NC(=O)NC(=O)COC(=O)Cc1coc2ccc3ccccc3c12 | 6 | -7 | 1 | 11 | 0.9 | -3 | 4 | 0 | 6 | 1601
O=C(Nc1ccccc1)c1snc2c(=O)[nH]cnc12 | 6 | -10 | 1.1 | 7 | 0.9 | -4 | 4 | -8 | 6 | 1522
Cc1ccc(-c2cc(C(=O)NCc3cccs3)no2)cc1 | 4 | 0 | 1 | 6 | 0.9 | 0 | 6 | -4 | 10 | 1423
CCCCn1cnc2c(cnn2-c2ccc(Cl)cc2)c1=O | -2 | -2 | 1 | 2 | 1 | -6 | 1 | 1 | -2 | 1584
COc1ccc(OCC(=O)N2c3ccccc3CCc3ccccc32)cc1 | 1 | -13 | 1 | -8 | 1 | -2 | 3 | -2 | -1 | 1516
COC(=O)c1ccccc1NC(=O)Cn1cc2c(n1)CCC(C)C2 (centres undefined) | 4 | -6 | 1 | 9 | 0.9 | 2 | 6 | -3 | 14 | 1691
C/C(=N\NC(=O)c1nn(C)cc1Br)c1cccc(NC(=O)C(C)(C)C)c1 | 1 | -10 | 1.1 | 3 | 1 | 1 | -4 | -6 | -4 | 1474
N=C1C(=O)OCC1c1ccccc1NC(=O)Nc1ccccc1 (centres undefined) | 2 | -24 | 1.1 | 9 | 0.9 | -4 | 2 | -6 | 6 | 1563
CCn1cc(C(=O)NCc2ccc3c(c2)OCO3)c(=O)c2cc(S(=O)(=O)N3CCOCC3)ccc21 | -3 | -5 | 1 | 1 | 1.1 | 2 | -4 | -4 | -8 | 1539
Cc1cc(C)c2c(c1)/C(=N/Nc1ccc(S(N)(=O)=O)cc1[N+](=O)[O-])CCC2 | 0 | 22 | 0.8 | 4 | 0.8 | -3 | -3 | 15 | 16 | 1429
Cc1ccc(NC(=O)CCCCCCCCCCC2COCCO2)c(C)c1 (centres undefined) | -3 | -22 | 1.1 | -4 | 0.8 | -2 | -9 | -5 | 24 | 1603
COc1ccc(NC(=O)c2nc3ccccc3s2)cc1 | -6 | -8 | 1 | -9 | 1 | 0 | 1 | -4 | -4 | 1351
Cc1ccc2nc(NC(=O)c3cccc(-c4cc5ccccc5oc4=O)c3)sc2c1 | 6 | 2 | 1 | 11 | 1 | 0 | 3 | -1 | 4 | 1717
Cn1ncc(Cl)c1C(=O)NC1C2CC3CC(C2)CC1C3 (centres undefined) | 0 | -10 | 1.1 | 4 | 1 | -2 | 1 | -7 | 0 | 1520

Whole records, quoted from the list. Order of values: PPARg SRC-3 ag | TNAP inh no acc | TNAP act hiacc | PPARg SRC2 recr | bIAP activator | Efa HMGR inh | PPARg SRC1 recr | TNAP inh hi DEA | bIAP inh | TR-FRET SRC-2 ct
`Cc1ccc(-c2cc(C(=O)NCc3cccs3)no2)cc1` is entered as 4 | 0 | 1 | 6 | 0.9 | 0 | 6 | -4 | 10 | 1423
`N=C1C(=O)OCC1c1ccccc1NC(=O)Nc1ccccc1` (centres undefined) is entered as 2 | -24 | 1.1 | 9 | 0.9 | -4 | 2 | -6 | 6 | 1563

(continued)
SMILES | PPARg SRC-3 ag | TNAP inh no acc | TNAP act hiacc | PPARg SRC2 recr | bIAP activator | Efa HMGR inh | PPARg SRC1 recr | TNAP inh hi DEA | bIAP inh | TR-FRET SRC-2 ct
COc1ccc(C(=O)Oc2cc(C)[nH]c(=O)c2[N+](=O)[O-])cc1 | 1 | -2 | 1 | -9 | 1.1 | -2 | -2 | -3 | -14 | 1357
COc1cc(NC(=S)N2CCC(C(N)=O)CC2)cc(OC)c1 | -3 | -9 | 1.1 | -3 | 1.1 | -2 | 1 | -8 | -6 | 1573
CC1(C)Cc2ccccc2C(C(Cc2ccccc2)C(N)=O)=N1 (centres undefined) | -4 | -3 | 1 | 3 | 0.9 | 2 | -2 | 1 | 8 | 1594
CCC(=O)N1CCN(c2ccc(Cl)cc2NC(=O)c2ccc3c(c2)OCCO3)CC1 | 6 | -11 | 1 | 8 | 1 | -4 | 2 | -4 | 2 | 1740
CCN(CC)CCCNC(=S)N(Cc1ccco1)Cc1cc2cc3c(cc2[nH]c1=O)OCCO3 | 1 | -12 | 1 | 9 | 0.9 | 1 | -4 | 3 | 7 | 1629
Cc1occc1-c1nnc(SCC(=O)Nc2nc(C(C)(C)C)cs2)o1 | 3 | -2 | 1 | 4 | 0.9 | 1 | 4 | -1 | 10 | 1664
C=CCNC(=S)Nc1cc(C)ccn1 | 1 | -11 | 1 | 0 | 0.8 | -6 | -1 | -3 | 17 | 1598
COc1ccc2c(c1)-c1ccccc1S(=O)(=O)N2C(C)=O | 3 | -6 | 1 | 11 | 1 | -1 | 3 | -2 | -4 | 1650
CCN1CCN(Cc2ccc(NC(=O)Nc3ccccc3OC)cc2)CC1 | 5 | 5 | 1 | 3 | 1.1 | 0 | -2 | 1 | -12 | 1634
COc1cccc(NC(=O)C2CCN(Cc3cnn(-c4ccccc4)c3-n3cccc3)CC2)c1 | -7 | -118 | 1.1 | -2 | 4* | 4 | 4 | -11 | -299 | 1256
C/C=C/c1ccc(OCCCCn2cncn2)c(OC)c1 | 16 | -13 | 1 | 8 | 0.9 | -3 | 1 | -4 | 9 | 1629
Cc1cccc(C)c1-n1c(SCC(=O)NCc2ccco2)nc2ccccc2c1=O | 10 | -1 | 1.1 | 5 | 1.1 | -7 | 11 | -7 | -8 | 1692
COC(=O)c1nc2n(n1)C(c1ccc([N+](=O)[O-])cc1)C(C(=O)Nc1ccc(Cl)cc1)=C(C)N2 (centres undefined) | -2 | -10 | 1 | -2 | 0.9 | 0 | 4 | -5 | 12 | 1390
O=C(Nc1nnc(SCc2ccc(F)cc2)s1)c1ccccn1 | 1 | -116 | 1 | -8 | 1 | -5 | -7 | -1 | 0 | 1660
c1coc(-c2nnc(SCc3nc4ccccc4[nH]3)o2)c1 | 4 | -22 | 1.1 | 9 | 1 | 0 | 2 | -11 | 4 | 1536
CCSc1nnc(NC(=O)c2cc(OC)c(OC)c(OC)c2)s1 | 2 | -12 | 1.1 | -3 | 1 | -2 | 4 | -6 | 0 | 1844
CN(C)CCCNC(=O)CCc1nc2ccccc2c(=O)[nH]1 | 1 | -11 | 1 | -5 | 1 | 3 | 3 | -3 | 2 | 1534
O=C(CSCc1ccccc1F)NCc1ccccc1 | 0 | -3 | 1 | 8 | 0.9 | 0 | 1 | 0 | 8 | 1508
Cc1nn2c(nc(N3CCCCC3)c3ccccc32)c1C=O | 6 | -15 | 1.1 | 7 | 1.1 | 2 | 5 | -8 | -7 | 1660
O=C(O)c1ccc(C[n+]2c(-c3ccccc3)csc2Nc2ccccc2)cc1 | 1 | -6 | 1 | -5 | 0.9 | -4 | -4 | -1 | 10 | 1532
Cc1noc(C)c1CSc1nnc(-c2ccncc2)n1-c1ccc(Cl)c(Cl)c1 | 2 | -7 | 1 | -5 | 1 | 0 | 0 | -2 | 0 | 1650
O=C(COC(=O)CCC(=O)c1ccc(Cl)cc1)NCc1ccco1 | -1 | -1 | 1 | 0 | 1 | -6 | 2 | 0 | -2 | 1597
COc1cc2c(cc1OC)C(c1ccc3c(c1)OCO3)C1=C(CC(C)(C)CC1=O)N2 (centres undefined) | -5 | -7 | 1 | 8 | 1 | -4 | 8 | -2 | -4 | 1391
CCN(CC)CC(=O)Nc1ccc(/C(C)=N/NC2=NCCN2)cc1 | 1 | -10 | 1 | -1 | 1 | 9.7* | -4 | -3 | 4 | 1589

Compound activity (PubChem BioAssay)
